Screening data deposited in PubChem BioAssay by several laboratories.
ABCB6 inh 2 – ABCB6 transporter inhibitors, primary screen, K562-ABCB6 cells, flow cytometry, MLPCN library; fluorescence ratio to DMSO, % at 10 µM; K562-ABCB6 porphyrin accumulation, 1 h; stronger effect = lower value; AID 602162, 2011; 360,000 tested, 0.19% active; ATP-binding cassette sub-family B member 6 (Homo sapiens), Q9NP58;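 active = fluorescence ratio to DMSO below 75%, the collection mean minus 3 SD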;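 also: signal is porphyrin accumulated inside mitochondria; 100% equals median channel fluorescence of DMSO control wells; lower ratio means ABCB6 inhibition with less porphyrin fluorescence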
Target sequence (Q9NP58 whole entry, looked up): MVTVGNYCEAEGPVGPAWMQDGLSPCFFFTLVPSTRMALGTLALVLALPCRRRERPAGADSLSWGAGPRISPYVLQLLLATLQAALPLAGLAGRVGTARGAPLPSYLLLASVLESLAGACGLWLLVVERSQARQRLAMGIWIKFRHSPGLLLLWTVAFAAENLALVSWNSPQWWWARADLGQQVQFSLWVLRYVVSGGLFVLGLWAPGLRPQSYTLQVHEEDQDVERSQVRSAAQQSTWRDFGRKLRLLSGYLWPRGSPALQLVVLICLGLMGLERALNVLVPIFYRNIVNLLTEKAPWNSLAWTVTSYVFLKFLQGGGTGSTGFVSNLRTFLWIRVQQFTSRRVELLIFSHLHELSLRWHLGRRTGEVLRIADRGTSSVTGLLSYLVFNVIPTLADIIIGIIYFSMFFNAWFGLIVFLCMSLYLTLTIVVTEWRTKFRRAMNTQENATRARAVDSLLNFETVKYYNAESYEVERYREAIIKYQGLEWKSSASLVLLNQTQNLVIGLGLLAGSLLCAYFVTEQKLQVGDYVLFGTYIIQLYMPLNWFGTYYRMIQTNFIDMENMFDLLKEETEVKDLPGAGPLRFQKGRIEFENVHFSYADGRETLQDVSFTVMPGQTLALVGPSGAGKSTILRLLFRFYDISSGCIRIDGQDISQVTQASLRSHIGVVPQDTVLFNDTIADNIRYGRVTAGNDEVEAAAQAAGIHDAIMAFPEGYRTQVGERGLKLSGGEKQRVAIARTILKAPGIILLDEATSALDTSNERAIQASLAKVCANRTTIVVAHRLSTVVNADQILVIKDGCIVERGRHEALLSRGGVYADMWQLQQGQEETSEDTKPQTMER
aDG glyco up – activators of alpha-DG glycosylation, primary screen, uHTS, Pro5-aDG cells, AlphaScreen. alpha-DG glycosylation AlphaScreen (IIH6); 0% Pro5, 100% B10-LARGE cell signal. activation, % at 10 µM. 360,000 tested, 0.22% active. AID 624168, 2012;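 active = activation of at least 8% versus controls, or a plate z-score of at least 8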;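 also: Pro5 are CHO cells carrying HIG-tagged alpha-DG that lacks glycosylation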
Exocytosis inh – LAMP-1 surface exposure blockers, TALL-104 cells – cell-based, flow cytometry, MLPCN library, primary screen. TALL-104 LAMP-1 surface exposure; cells stimulated with thapsigargin and PMA. inhibition, % at 10 µM. 360,000 tested, 0.66% active. AID 651702, 2012;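 active = inhibition above about 55%, limit read from the data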
H9c2 protect – cardioprotection against H2O2-induced cell death, primary screen, uHTS, H9c2 cells, ATPLite luminescence. 360,000 tested, 0.63% active. H9c2 cardiomyocytes, H2O2 injury protection, 2 h. protection from H2O2 cell death, % at 20 µM;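 active = compounds giving at least 50% protection of heart cells from peroxide-induced death in the single-dose screen, raw or plate-pattern-corrected value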;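 also: 0% = DMSO wells with peroxide and 100% = DMSO wells without peroxide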
ABHD5-PLIN5 inh – ABHD5-PLIN5 interaction inhibitors, primary screen, cell lysate, split luciferase complementation, luminescence; Perilipin-5 (Homo sapiens) + 1-acylglycerol-3-phosphate O-acyltransferase ABHD5 (Homo …; Split G. princeps luciferase complementation, 4 h; inhibition, % at 4 µM; 360,000 tested, 0.78% active; AID 602281, 2012;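 active = inhibition above the mean inhibition across every tested compound plus 3 SD, cut at about 22% in these data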;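 also: 0% = DMSO only wells and the 100% control is not disclosed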
HTR2A ag – mouse Htr2a agonists via beta-arrestin recruitment, primary screen, cell-based, luminescence. 5-hydroxytryptamine receptor 2A (Mus musculus), P35363. CHO-K1 mHTR2A beta-arrestin complementation; percent of 30 µM serotonin response. activation, % at 7.6 µM. 360,000 tested, 0.66% active;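 active = activation above a run cutoff, the mean activation of all tested compounds plus 3 SD, cut at about 14% in these data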;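 also: 0% = plate median of compound wells and 100% = 30 µM serotonin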
Glyco luc inh – increase of ERlucT glycosylation luciferase signal, primary screen, N-linked glycosylation inhibitor project, D54 ERlucT cells, luminescence, set 2 | D54 ERlucT glycosylation luciferase reporter, 24 h; percent of 100 nM tunicamycin response | reporter increase, % at 12.5 µM | 360,000 tested, 0.23% active;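 active = mean luciferase reporter signal, scaled so untreated is 0 and the glycosylation-blocking control 100, at or above a set limit in every replicate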;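 also: luciferase carries N-glycosylation sites so blocking glycosylation raises the light; 0% = median of neutral control wells and 100% = median of 100 nM tunicamycin wells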
MC4R barr agon – MC4R agonists recruiting beta-arrestin, primary screen, cell-based, luminescence, agonist arm of biased-ligand search | Melanocortin receptor 4 (Homo sapiens), P32245 | U2OS MC4R beta-arrestin complementation; percent of melanotan II response, DMSO zero | activation, % at 8.9 µM | 360,000 tested, 0.98% active | AID 540308, 2011;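 active = activation above a per-plate cutoff, the mean activation of sample wells on that plate plus 3 SD, cut at about 8% in these data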
MC4R antagonist – MC4R antagonists of cAMP signaling, primary screen, cell-based, TR-FRET, antagonist arm of biased-ligand search | 360,000 tested, 0.48% active | MC4R-expressing cells, MTII-stimulated cAMP, LANCE TR-FRET | Melanocortin receptor 4 (Homo sapiens), P32245 | inhibition, % at 6.5 µM | AID 540295, 2011;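 active = inhibition above its plate's cutoff, the mean of tested wells on that plate plus 3 SD, cut at about 29% in these data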;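 also: 0% = Melanotan II alone and 100% = Melanotan II plus saturating MCL0020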
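System – human MC4R-expressing U2OS cells · Also added – Melanotan II · Dosing – one concentration, 6.5 µM nominal · Timing – 30-min compound, 1-h challenge, 1-h detection, room temperature · Measured by – Eu-cAMP/anti-cAMP TR-FRET, emission 671 nm · Replicates – singlicate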
iPSC survival up – enhancers of single-cell hiPSC survival, primary screen, ATPlite luminescence; survival enhancement, % at 20 µM; AID 602274, 2012; 100% = ROCK inhibitor wells, 0% = DMSO; 360,000 tested, 0.044% active; in the data active = survival enhancement above about 18%;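 also: cells exposed to compounds for 16 hours before the ATP read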
* = called active by the depositor.

SMILES	ABCB6 inh 2	aDG glyco up	Exocytosis inh	H9c2 protect	ABHD5-PLIN5 inh	HTR2A ag	Glyco luc inh	MC4R barr agon	MC4R antagonist	iPSC survival up
Cc1csc(NC(=O)c2cccnc2)n1	84	0.0	-9	4	5	14	0	1.7	-6	-0.5
O=C(CSc1nncn1-c1cccnc1)Nc1ccccc1[N+](=O)[O-]	102	-0.2	-8	14	6	-7	-3	0.7	1	0.1
O=C(O)c1sccc1S(=O)(=O)N1CCCCC1	100	0.6	-3	0	4	1	1	1.2	9	0.8
CC1Cc2cc(/C(O)=C3/C(=O)C(=O)N(CC4CCCO4)C3c3ccco3)ccc2O1 (stereo not drawn)	90	-0.1	-7	7	6	-2	-2	-1.1	1	1.3
Cn1c(=O)c2c(nc(NCCc3ccccc3)n2CC(=O)NCCc2ccccc2)n(C)c1=O	98	0.0	-1	37	0	0	0	1.3	6	-1.3
O=c1c2cc(Cl)ccc2oc2nc3n(c(=O)c12)CCCS3	100	0.0	0	6	2	0	1	2.0	4	-5.2
COCCNC(=O)C1(C)CCCN(Cc2cc(C)ccc2C)C1 (stereo not drawn)	105	0.1	6	-1	8	3	-2	0.6	-9	0.7
COc1cc(Cc2cc(OC)c(O)c(OC)c2)cc(OC)c1O	95	0.2	12	-4	0	-4	16	-2.1	-12	-1.7
CN(Cc1ccccc1)S(=O)(=O)c1ccc2[nH]c(=O)oc2c1	101	0.2	2	-3	-3	2	1	-0.4	2	-0.7
COc1ccc(/C=C/c2ccc3cccc(O)c3n2)c(OC)c1OC	95	-0.3	10	42	-12	-32	-12	-6.8	-20	-0.5
Cc1cc(C)c(C(=O)NCC2CCCO2)c(C)c1C(=O)NCC1CCCO1 (stereo not drawn)	99	-0.1	4	3	3	5	2	0.8	10	-0.7
CC(C)n1nccc1N(Cc1ccc(Br)cc1)S(=O)(=O)c1ccccc1	92	0.1	90*	-2	3	-12	-4	3.4	23	-0.5
O=C(Nc1ccc2c(c1)CCC2)Nc1ccc(F)cc1F	101	0.0	1	-11	5	0	-7	1.6	-3	-0.4
O=C(N/N=C/c1c[nH]c2ccccc12)c1cccc([N+](=O)[O-])c1	99	-0.1	-8	19	0	-1	3	-2.1	5	0.0
CCN(Cc1ccccc1)C(=O)c1ccccc1C	101	0.1	0	-3	0	-2	-1	0.2	26	-1.4
O=C(NCC1CCCO1)c1ccc(COc2ccccc2)o1 (stereo not drawn)	96	0.3	2	1	-3	-2	-1	-0.5	1	-0.3
Cc1cccnc1Nc1nc(-c2ccccc2)cs1	97	-0.1	1	-8	-9	0	-11	-0.1	2	-0.5
CCOP(=O)(OCC)C(NC(=O)Nc1ccc(Cl)cc1)c1ccccc1 (stereo not drawn)	90	0.2	-2	6	-4	-5	-1	-1.9	7	-0.1
OC(c1ccccc1)c1ccccc1CN1CCCNC1=S (stereo not drawn)	101	0.4	10	0	-2	-2	-1	1.1	-3	-1.8
CCCCOC(=O)c1cc(=O)[nH]c2ccccc12	106	-0.1	-1	-5	-13	-2	-2	0.8	-5	4.7
O=C(NCCCN1CCOCC1)C1CC(=O)N(c2ccccc2)C1 (stereo not drawn)	98	0.0	3	4	7	2	-1	-0.6	4	0.8
CC(C)(C)c1ccc(C(=O)N2CCC(C(=O)NCc3ccncc3)CC2)cc1	82	0.0	-4	6	-1	-3	2	-0.7	0	-1.1
CC1=CC(=O)C2=C(C)CC[C@@H]3[C@H](OC(=O)[C@H]3C)[C@@H]12	99	-0.1	-5	18	-2	0	4	-1.3	-3	-1.0
CSC1=NCCN1C(=O)C(C)Oc1ccccc1 (stereo not drawn)	99	0.2	12	6	8	0	1	0.7	5	-0.2
COc1ccc(S(=O)(=O)N(C)c2ccc(C(=O)NCC3CCCO3)cc2)cc1OC (stereo not drawn)	93	-0.5	-3	1	4	12	-2	0.1	8	-0.2
O=C(Nc1ccccc1)Nc1csc2ccccc12	101	0.2	-9	-11	-8	-8	-2	5.0	8	-0.8
O=C1c2cccnc2C(=O)N1Cc1cccs1	99	0.0	-1	2	4	-2	1	-1.0	6	-0.5
CN(C)c1cc(NC(=O)CNC(C)(C)C)c2ccccc2n1	101	0.9	13	1	9	1	6	-2.0	11	0.0
COc1ccccc1CC(NC(C)=O)C(=O)N1CCN(C(=O)c2cccs2)CC1 (stereo not drawn)	101	-0.1	-3	-3	-3	4	0	0.3	8	4.9
O=C(NNC(=O)c1cc2ccccc2cc1O)Nc1ccc(F)cc1F	94	-0.4	-14	-10	1	6	6	1.8	4	-0.5
O=C1CCN(CC2CCCCC2)C=C1C(=O)c1ccccc1	103	0.3	-5	10	5	13	3	-1.8	4	-1.7
CCOc1ccc(NC(=O)c2cccnc2SC)cc1	98	0.0	0	-6	5	2	0	-2.3	0	0.9
Cc1ccc(S(=O)(=O)N2CCC(=O)N(C(COCc3ccc(C(F)(F)F)cc3)C(C)C)CC2)cc1 (stereo not drawn)	93	0.3	-4	-1	9	1	-7	2.2	17	-1.1
Cc1ccc(C(=O)Oc2coc(CSc3nnc(NC(=O)c4cccs4)s3)cc2=O)cc1	99	0.0	-10	5	0	2	-1	9.2*	8	3.4
N#CC(Cc1cc2ccccc2n1S(=O)(=O)c1ccccc1)OCc1ccccc1 (stereo not drawn)	97	-0.1	-1	-5	-4	-7	-3	-0.2	11	-1.8
CCOC(=O)/C(=N\Nc1ccccc1Cl)N1CC(C)OC(C)C1 (stereo not drawn)	98	-0.1	-6	-1	3	-2	-1	1.6	7	0.0
Cc1cc(C)n2nc(C(=O)N/N=C/c3cn(C)nc3C)nc2n1	105	-0.2	-1	11	-1	-1	3	-2.8	-2	-0.6
NC(=O)C1CCN(CC(=O)NC2CCCc3ccccc32)CC1 (stereo not drawn)	98	-0.1	2	0	2	2	1	-0.4	4	2.6
CCn1c2ccccc2c2cc(NC(=O)CSc3nnc(-c4cccc(OC)c4)n3N)ccc21	93	0.3	-2	26	-2	-2	4	-1.7	6	-0.7
Cc1ccccc1NC(=S)N(CCc1c(C)[nH]c2ccc(F)cc12)Cc1ccncc1	88	0.7	-2	1	2	7	-6	-2.2	5	-0.5
COc1cc(CCC(=O)OCC(=O)Nc2ccccc2C#N)cc(OC)c1OC	101	0.5	7	3	9	0	0	4.0	5	2.2
CN(C(=S)NC(=O)/C=C/c1ccc(F)cc1)C1CCCCC1	99	0.0	1	6	-8	-5	-2	-2.5	-1	2.7
CNC(=O)COC(=O)c1ccccc1NC(=O)c1ccco1	99	0.0	0	-3	1	-1	-1	-1.3	-3	-0.4
O=C(O)c1cc(Cl)c(Cl)cc1C(=O)N1CCOCC1	93	0.1	2	2	0	6	2	-1.8	0	1.1
Cc1ccc(NS(=O)(=O)c2ccc(C(=O)NCCCN3CCCC3=O)cc2)cc1C	77	0.0	-2	-10	-5	-6	-6	-2.7	-6	-0.2
CCOC(=O)c1c(C)oc2c1c(C=NCC1CCCO1)c(O)c1ccccc12 (stereo not drawn)	94	0.4	36	-9	-21	4	3	-0.1	4	-1.5
O=C(O)CCn1c(SCCc2ccccc2)nc2ccccc21	92	0.0	5	-3	0	-1	-2	-0.7	2	-0.5
COc1cc2c3c(c1)C(C)CC(C)(C)N3C(=O)C2=O (stereo not drawn)	105	-0.1	6	10	-1	-2	0	-0.6	-34	0.9
O=C(Nc1ccccc1C(=O)Nc1ccccn1)c1cc(F)c(F)cc1Cl	97	0.2	3	-4	0	0	1	-1.4	0	-0.6
CCCCn1c(N)c(N(CCOC)C(=O)c2c(C)noc2C)c(=O)[nH]c1=O	97	0.0	4	0	6	-1	-1	-1.4	2	0.0
CC(C)(C)C(=O)O/N=C(\N)Cc1ccc(-c2csnn2)cc1	96	0.0	-6	-1	-5	3	3	-0.4	12	-0.1
COc1ccc(C)cc1N(C(=O)c1ccco1)C(C(=O)NC1CCCC1)c1ccc(N2CCOCC2)cc1 (stereo not drawn)	98	0.0	-4	-1	4	5	-2	1.7	11	-0.4
COc1ccc(C(=O)COC(=O)Cn2[nH]c(=O)c3ccccc3c2=O)c(OC)c1	101	0.0	-1	62*	-2	0	0	3.1	7	0.4
O=C(NCc1cccnc1)C1CCN(C(=O)c2ccc(Cl)cc2Cl)CC1	88	0.0	2	-2	-1	4	0	-0.9	-4	4.2
COc1ccc(NC(=S)N(CCCN2CCOCC2)Cc2ccco2)cc1	103	-0.1	0	6	-5	-3	1	0.2	4	-0.1
COc1ccc(CNc2nc(SCc3cc(=O)n4cc(Cl)ccc4n3)nc3ccccc23)cc1	102	-0.6	-7	0	0	-1	0	0.5	8	-1.4
CC(=O)Nc1cccc(NC(=O)COC(=O)CO/N=C(\C)c2ccc3c(c2)OCO3)c1	102	-0.3	-2	4	6	0	2	-3.8	-1	0.1
COc1ccc(/C=C2\CCCC3C2=NC(=S)NC3c2ccc(OC)cc2)cc1 (stereo not drawn)	101	0.1	1	1	-1	2	4	-0.7	13	2.5
CCN(CC(=O)Nc1c(F)cccc1F)C(=O)C1CCN(C(=O)c2ccc(F)cc2)CC1	100	-0.2	-11	3	-6	0	-1	0.1	28	0.2
c1ccc(C(Nc2cccnc2)c2ccccc2)cc1	101	-0.3	7	-6	-7	4	-2	-1.5	12	0.5
CCOc1ccc(N2C(=O)/C(=C/c3ccco3)N(C)C2=S)cc1	100	-0.4	1	2	-4	2	-1	3.5	6	-0.2
COc1ccc2sc(SCCCS(=O)(=O)O)[n+](CCCS(=O)(=O)[O-])c2c1	97	-0.2	-4	13	0	3	1	4.2	-9	3.1
Cc1ccc(CCS(=O)(=O)c2ccc(C(C)(C)C)cc2)cn1	93	0.8	-6	-18	5	7	0	-1.0	4	0.5

3 entries out of the list above, sorted by the number in aDG glyco up, rising:
SMILES | aDG glyco up
CCOc1ccc(N2C(=O)/C(=C/c3ccco3)N(C)C2=S)cc1 | -0.4
c1ccc(C(Nc2cccnc2)c2ccccc2)cc1 | -0.3
Cc1ccc(NS(=O)(=O)c2ccc(C(=O)NCCCN3CCCC3=O)cc2)cc1C | 0.0
